Source: PubChem BioAssay
HP1b chromo inh – HTS for Inhibitors of HP1-beta Chromodomain Interactions with Methylated Histone Tails; Chromobox protein homolog 1 (Homo sapiens), P83916; AlphaScreen HP1-beta / biotin-H3K9me3 peptide binding; Potency, µM (highest dose often 114 µM), for inactives: at the top dose activity change, negative = inhibition, actives largely listed as inhibitors; 0.56% of 390,000 active; note: potency is the fitted concentration of half-maximal effect; nearly all actives have a fitted effect of over 70% in size; inactives centre near 23
Target sequence (P83916 whole entry, looked up): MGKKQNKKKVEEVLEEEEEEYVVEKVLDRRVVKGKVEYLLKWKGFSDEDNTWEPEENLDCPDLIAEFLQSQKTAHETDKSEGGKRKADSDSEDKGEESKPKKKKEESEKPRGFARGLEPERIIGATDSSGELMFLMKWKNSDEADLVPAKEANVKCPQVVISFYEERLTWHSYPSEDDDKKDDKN
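Compound inhibition of the preformed complex between 50 nM HP1-beta and 50 nM biotinylated H3K9me3 peptide was read by AlphaScreen. Buffer was PBS pH 7.4 with 0.01% Tween-20. Incubations ran 30 min at room temperature, with 10 ug/mL donor/acceptor beads.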
Tb PGK inh – qHTS Assay to Find Inhibitors of Phosphoglycerate Kinase; Phosphoglycerate kinase, glycosomal (Trypanosoma brucei brucei), P07378; PGK/GAPDH coupled, Kinase-Glo luminescence, 60 min; Potency, µM (series often up to 57.5 µM), without a hit: top-dose activity change, negative = inhibition, usual class: inhibitors; 0.043% of 380,000 active; AID 602233, 2012; note: potency is the fitted concentration of half-maximal effect; % is set by controls: 0 for no effect and ±100 for the full control effect; nearly all actives have a fitted effect of over 60% in size
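Luminescent ATP detection (Kinase-Glo Plus) follows a 60-minute room-temperature incubation, with wells lacking PGK as controls. Buffer: 100 mM TEA (pH 7.6), 5 mM MgCl2, 0.01% Tween-20. Coupling enzyme GAPDH (100 nM final) supplies unstable 1,3-BPG in-well.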
G9a inh – qHTS Assay for Inhibitors of Histone Lysine Methyltransferase G9a; Histone-lysine N-methyltransferase EHMT2 (Homo sapiens), Q96KQ7; Potency, µM (doses to about 102 µM), without a hit: at the highest dose activity, negative = inhibition, actives largely listed as inhibitors; 8.8% of 350,000 active; G9a H3K9 monomethylation, AlphaScreen, 2 h; note: potency is the fitted concentration of half-maximal effect; % is set by controls: 0 for no effect and ±100 for the full control effect; nearly all actives have a fitted effect of over 75% in size
Target sequence (Q96KQ7 913-1193 limits assumed): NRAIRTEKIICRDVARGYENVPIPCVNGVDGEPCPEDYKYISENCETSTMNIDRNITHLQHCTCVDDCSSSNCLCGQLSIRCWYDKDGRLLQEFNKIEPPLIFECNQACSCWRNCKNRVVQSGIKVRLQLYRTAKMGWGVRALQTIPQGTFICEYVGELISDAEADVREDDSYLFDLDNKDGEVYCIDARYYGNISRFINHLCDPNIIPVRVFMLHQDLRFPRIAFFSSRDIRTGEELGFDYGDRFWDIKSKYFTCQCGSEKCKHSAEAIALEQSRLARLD
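Compounds were preincubated with 20 nM G9a for 15 min, after which biotinylated H3K9 peptide (500 nM) and SAM (20 uM) started a 2 h room-temperature reaction. Monomethylated product was quantified by antibody-based AlphaScreen chemiluminescence.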
Pin1 inh – qHTS Assay to Find Inhibitors of Pin1; Peptidyl-prolyl cis-trans isomerase NIMA-interacting 1 (Homo sapiens), Q13526; Pin1 FP peptide displacement, HiFluor488, 10 min; Potency, µM (doses to about 115 µM), for inactives: at the top dose activity, negative = inhibition, hits mostly inhibitors; 0.009% of 390,000 active; AID 504891, 2011; active = well fitted inhibition curve with a large enough effect in the polarisation, with a control signal flat, not every such curve was filed as active; inconclusive = small, poorly fitted or top-dose-only effect, or effect the other way, or a change in a side signal; inactive = no such curve, though single readings can be large or run the other way; the % refers to the polarisation; note: potency is the fitted concentration of half-maximal effect; % is set by controls: 0 for no effect and ±100 for the full control effect
Target sequence (Q13526 whole entry, looked up): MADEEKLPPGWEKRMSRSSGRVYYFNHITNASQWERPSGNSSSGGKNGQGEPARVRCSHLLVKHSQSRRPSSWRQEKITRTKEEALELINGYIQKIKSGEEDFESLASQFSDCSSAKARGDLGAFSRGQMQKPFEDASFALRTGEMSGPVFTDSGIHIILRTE
JMJD2A Tudor – qHTS Assay for Inhibitors of JMJD2A-Tudor Domain; Potency, µM (series often up to 114 µM), for the others: at the top dose activity change, negative = inhibition, usual class: inhibitors; AID 504339, 2011; AlphaScreen JMJD2A-Tudor / H3K4me3 peptide binding; Lysine-specific demethylase 4A (Homo sapiens), O75164; 4.4% of 390,000 active; note: potency is the fitted concentration of half-maximal effect; % is set by controls: 0 for no effect and ±100 for the full control effect; nearly all actives have a fitted effect of over 50% in size
GLS inh – qHTS for Inhibitors of Glutaminase (GLS) | Glutaminase kidney isoform, mitochondrial (Homo sapiens), O94925 | GLS enzymatic activity, qHTS titration | Potency, µM (top dose mostly 45.5 µM), for inactives: at the highest dose activity change, negative = inhibition, actives largely listed as inhibitors | 0.21% of 410,000 active; note: potency is the fitted concentration of half-maximal effect; % is set by controls: 0 for no effect and ±100 for the full control effect
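hKGA in 45 mM KH2PO4 pH 8.2, 0.02% Tween-20 with pin-transferred compounds; 1 mM L-glutamine (stock) plus glutamate oxidase/HRP/Amplex Red coupling added. Fluorescence read initially and after 30 min at RT.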
PI4K2A block – qHTS for small molecular inhibitors of PI4K2A. activity change, negative = inhibition, % at 76.9 µM. purified PI4K2A, ADP-Glo luminescence, 1 h; hits give low values. 0.13% of 420,000 active. AID 1346378, 2018. Phosphatidylinositol 4-kinase type 2-alpha (Homo sapiens), Q9BTU6; in the data active = activity change below about -50%; inconclusive = mostly about -30% to -49%;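 note: -100% = wells without enzyme as full effect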
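In this quantitative HTS, ADP production by PI4K2A was quantified luminescently after 1 h at ambient temperature; 100 microM adenosine served as plate-quality control.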
POLH inh – qHTS for Inhibitors of Polymerase Eta | DNA polymerase eta (Homo sapiens), Q9Y253 | recombinant Pol eta, fluorescent DNA replication assay | Potency, µM (doses to about 114 µM), for inactives: at the highest dose activity change, negative = inhibition, actives largely listed as inhibitors | 1.2% of 390,000 active | AID 588591, 2011; note: potency is the fitted concentration of half-maximal effect; % is set by controls: 0 for no effect and ±100 for the full control effect
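Pol eta at 10 nM preincubated with compounds 15 min at room temperature; reaction started with fluorescent substrate (50 nM final) and read kinetically at 0 and 10 min.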
BAZ2B inh – qHTS Assay for Inhibitors of BAZ2B. Bromodomain adjacent to zinc finger domain protein 2B (Homo sapiens), Q9UIF8. AlphaScreen BAZ2B-H3K14Ac peptide displacement. Potency, µM (top dose mostly 114 µM), without a hit: top-dose activity change, negative = inhibition, usual class: inhibitors. 4.4% of 360,000 active; note: potency is the fitted concentration of half-maximal effect; % is set by controls: 0 for no effect and ±100 for the full control effect; nearly all actives have a fitted effect of over 60% in size
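AlphaScreen luminescence quantifies BAZ2B engagement of H3K14Ac peptide; the protein and biotinylated peptide are both at 50 nM final, buffer PBS pH 7.4 with 0.01% Tween-20, all steps at room temperature.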
* marks the source's active call; other numbers are inactive results; i = inactive; u = inconclusive; x = no result given; [ ] = remark or other dose. Unless noted, calls come from the whole dose curve; as a rule, active = well fitted curve in the direction sought with a large enough effect; inconclusive = small, poorly fitted or top-dose-only effect, or another doubt; inactive = no such curve, though single readings can be large; an effect the other way counts as inactive or inconclusive.

mol	GLS inh	PI4K2A block	Pin1 inh	POLH inh	G9a inh	HP1b chromo inh	BAZ2B inh	Tb PGK inh	JMJD2A Tudor
COc1ccc(N2CCN(S(=O)(=O)CCNC(=O)c3ccco3)CC2)cc1	31%	-7	-5%	1%	17%[2.33 µM]	12%	5%	-5%	-7%
Cc1cccnc1NC(=S)NC(=O)c1cccs1	30%	-2	-5%	-3%	u	-13%	-28%	-10%	22µM*
CCOc1cccc(/C=N/N2C(=O)CSC2=S)c1O	10µM*	6	23%	-5%	u	u	x	-2%	20µM*
O=C(Nc1ccc(S(=O)(=O)NCCc2ccccc2)cc1)c1ccc(Br)o1	-4%	-1	-3%	-15%	-38%[12.7 µM]	17%	-5%	-1%	-21%
Cc1ccc(NC(=O)c2ccc(Cl)cc2Cl)cc1O	25%	-3	0%	-12%	6%	36%[activator]	0%	-5%	-1%
CC(C)C[C@H]1CNC(=S)N1CC1CCCN1C[C@H](CC(C)C)N1C[C@H](CC(C)C)N(CCc2ccccc2)C1=S (some centres undefined)	2%	-1	10%	-12%	x	2%	x	-5%	-35%
O=C(NCCCCc1ccccc1)c1cccc(NC(=O)C2CCCC2)c1	0%	-5	2%	-16%	x	55%[activator]	x	-6%	-8%
COc1ccccc1CC(=O)Nc1ccc(NC(=O)c2cccs2)cc1	1%	0	15%	-21%	64%[activator]	41%	2%	-5%	1%
Cc1cc(NC(=O)CSC2=Nc3ccccc3C3=NC(Cc4ccccc4)C(=O)N23)n[nH]1 (centres undefined)	9%	21	16%	-11%	9%[59 µM]	47%[activator]	-9%	-9%	-8%
Cc1cccc(N2CC(C(=O)Nc3ccccc3N3CCOCC3)CC2=O)c1C (centres undefined)	1%	2	-1%	1%	x	14%	x	i	-21%
CCc1cccc(CC)c1NC(=O)c1c(C)oc2ccc(O)c(CN3CCCC3)c12	21%	-4	-6%	-13%	8%[59 µM]	56%[activator]	-2%	i	-17%
CCOC(=O)C(C)N1C(=O)S/C(=C\c2ccc(-c3ccccc3C(=O)O)o2)C1=O (centres undefined)	13µM*	-12	-14%	3.2µM*	10µM*	u	25µM*	x	22µM*
COC(=O)CSc1nnc2n(C3CCCCC3)c(=O)c3c4c(sc3n12)CCCC4	-4%	0	-1%	-13%	x	-4%	-9%	i	-26%
COc1ccc(CCCc2nnc(SCC(=O)Nc3cccc(F)c3C)o2)cc1	5%	-11	1%	u	-50%[59 µM]	38%	-5%	4%	u
O=C(CCCN1C(=O)S/C(=C\C=C\c2ccccc2)C1=O)Nc1ccc(C(=O)O)cc1	-13%	-9	-8%	-22%	u	1%	56µM*	i	-19%
O=C(NCCS(=O)(=O)NCc1ccccc1Cl)c1ccc2c(c1)OCO2	-6%	1	-9%	-21%	-5%[0.501 µM]	52%[activator]	1%	-8%	9%
O=C(COc1ccc(Cl)cc1)N(Cc1ccccc1)c1ccccn1	22%	2	-1%	-9%	15%	70%[activator]	18%	-3%	28%
Cc1cc(F)ccc1NCC(=O)Nc1ccccc1Br	5%	-3	1%	-16%	50µM*	4%	6%	0%	-18%
Cc1nc2c(Br)c(C)nn2c2c1CCC2	0%	8	-3%	-12%	-6%	36%	4%	-7%	u
O=C(NCC(=O)N1CCCCCC1)c1ccc(OC(F)F)cc1	15%	-1	-5%	8%	x	33%	-1%	-10%	-13%
CCC(C)(C)NC(=O)C(c1ccc(OC)cc1)N(C(=O)CCC(=O)Nc1cc(C)on1)c1cc(OC)ccc1OC (centres undefined)	20%	0	9%	u	3%	32%	1%	4%	-7%
Cn1cccc1C(=O)C(=O)Nc1ccccc1	12%	u	1%	-9%	12%	9%	4%	u	-5%
CC(C)OCCCNc1sc(S(=O)(=O)c2ccccc2)nc1S(=O)(=O)c1ccc(Cl)cc1	-1%	3	1%	-5%	-5%[59 µM]	43%[activator]	4%	8%	-3%
COc1ccc(-n2nc(C(=O)NCC(=O)N3CCN(C)CC3)c3ccccc3c2=O)cc1	1%	-1	4%	-12%	2%	5%	10%	1%	-15%
COc1ccccc1NC(=O)C12CC3CC(C1)CC(c1ccc(C)cc1)(C3)C2	-3%	-4	2%	-10%	20%[0.501 µM]	53%	-1%	0%	12%
O=C(Nc1cc(Cl)ccc1N1CCOCC1)c1ccc(=O)[nH]c1	-13%	0	2%	-1%	x	9%	x	-5%	-20%
Cc1ccc(S(=O)(=O)NC(CC(C)C)C(=O)N2CCN(C/C=C/c3ccccc3)CC2)cc1 (centres undefined)	-9%	2	9%	-24%	-21%[12.7 µM]	21%	-30%	-5%	-15%
COc1ccc(N2CCN(C(CNC(=O)C(=O)NCc3cccnc3)c3cccnc3)CC2)cc1 (centres undefined)	30%	-1	6%	-14%	-27%[59 µM]	31%	-10%	1%	-9%
Cc1[nH]c2ccccc2c1C1=CC(=O)C=CC1=O	u	-9	-10%	u	x	u	x	-9%	3.2µM*
CCN1CCN(C(=O)c2[nH]c3ccc(OC)cc3c2C)CC1	14%	4	4%	-7%	40%[0.501 µM]	8%	-1%	x	-17%

Record cards (already shown):
COc1ccc(-n2nc(C(=O)NCC(=O)N3CCN(C)CC3)c3ccccc3c2=O)cc1 is listed with GLS inh = 1%; PI4K2A block = -1; Pin1 inh = 4%; POLH inh = -12%; G9a inh = 2%; HP1b chromo inh = 5%; BAZ2B inh = 10%; Tb PGK inh = 1%; JMJD2A Tudor = -15%
Cc1cccnc1NC(=S)NC(=O)c1cccs1 is listed with GLS inh = 30%; PI4K2A block = -2; Pin1 inh = -5%; POLH inh = -3%; G9a inh = u; HP1b chromo inh = -13%; BAZ2B inh = -28%; Tb PGK inh = -10%; JMJD2A Tudor = 22µM*
O=C(NCCCCc1ccccc1)c1cccc(NC(=O)C2CCCC2)c1 is listed with GLS inh = 0%; PI4K2A block = -5; Pin1 inh = 2%; POLH inh = -16%; G9a inh = x; HP1b chromo inh = 55%[activator]; BAZ2B inh = x; Tb PGK inh = -6%; JMJD2A Tudor = -8%

Additional results.
mol	GLS inh	PI4K2A block	Pin1 inh	POLH inh	G9a inh	HP1b chromo inh	BAZ2B inh	Tb PGK inh	JMJD2A Tudor
Cc1ccc(C)c(OCCC(=O)OCC(=O)Nc2cccnc2Cl)c1	-6%	3	-5%	3%	x	18%	x	-7%	-12%
N#Cc1ccsc1NC(=O)CN(Cc1ccccc1)Cc1ccccc1	19%	4	14%	-7%	85%[activator][59 µM]	67%[activator]	0%	-9%	12%
O=C(Cn1nnc(-c2ccccc2)n1)NNC(=O)c1ccc(Br)cc1	-3%	-3	5%	4%	16%	3%	-21%	-6%	-14%[11.4 µM]
CCN1C(=O)c2ccccc2Sc2ccc(C(=O)NC(C)C)cc21	-7%	-2	1%	-20%	13%	28%	5%	-8%	-11%
O=C(CCNS(=O)(=O)c1ccc(Br)cc1)NC1CCCCC1	5%	4	0%	-6%	u	38%	11%	6%	1%
CCCCNC(=S)Nc1ccc(Cl)cc1	2%	2	2%	-8%	17%	26%	-4%	-9%	2%
O=C(O)c1ccc(-n2c(-c3ccc(Br)cc3)n[nH]c2=S)cc1	-13%	9	-2%	-11%	u	32%	-25%	-1%	7.1µM*
CCN(CC(=O)Nc1cc(Cl)cc(Cl)c1)CC(=O)NC1CCS(=O)(=O)C1 (centres undefined)	-1%	-5	3%	-9%	x	18%[57 µM]	x	i	-5%
Cc1ccc(-c2nc3ccccc3o2)cc1NC(=O)Cc1ccc(Cl)cc1	1%	-3	-2%	-17%	6%[59 µM]	28%	0%	-4%	-6%
CC(=O)Nc1ccc(Nc2nc3ccc(Cl)cc3n3cnnc23)cc1	-1%	3	1%	x	-4%[59 µM]	30%	1%	x	8%
O=C(Cn1cnc([N+](=O)[O-])c1)c1ccc(F)cc1	-3%	-3	2%	-11%	-8%[2.33 µM]	35%	-14%	-1%	-3%
COc1ccc(NC(=O)c2nc[nH]c2C(=O)N2CCC(C)CC2)cc1	7%	3	-5%	-2%	u	10%	u	-11%	-27%

Results in BAZ2B inh, for two of the compounds above:
compound | BAZ2B inh
Cc1ccc(-c2nc3ccccc3o2)cc1NC(=O)Cc1ccc(Cl)cc1 | 0%
O=C(Cn1cnc([N+](=O)[O-])c1)c1ccc(F)cc1 | -14%

This is a subset; the hit share may differ from the screen's.
